# G9a block: blocks human histone lysine methyltransferase G9a; Q96KQ7; G9a H3K9 monomethylation, AlphaScreen, 2 h; Potency, µM (highest dose often 102 µM), for inactives: at the top dose activity, negative = inhibition, usual class: inhibitors; actives 8.8% (n = 350,000); also: potency is read from the fitted curve at half-maximal effect; % is scaled to controls: 0 for no effect and ±100 for the full control effect; nearly all actives have a fitted effect of over 75% in size
#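 Using a bead-based AlphaScreen, monomethylated H3K9 product from 2 h room-temperature reactions (G9a 20 nM, peptide 500 nM, SAM 20 uM) was detected with 0.5 ug/mL rabbit anti-H3K9me1 antibody.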
# HP1b binding inh: blocks HP1-beta chromodomain binding to methylated histone tails. AlphaScreen HP1-beta / biotin-H3K9me3 peptide binding. actives 0.56% (n = 390,000). P83916. Potency, µM (titrated, usually from 114 µM), inactives show at the highest dose activity change, negative = inhibition, most hits filed as inhibitors; also: potency is read from the fitted curve at half-maximal effect; nearly all actives have a fitted effect of over 70% in size; inactives centre near 23
#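 AlphaScreen: HP1-beta (50 nM) preformed 30 min with biotin-H3(1-18)K9me3 peptide (50 nM) in PBS pH 7.4, 0.01% Tween-20. Compound added for 30 min at RT, then streptavidin donor/nickel chelate acceptor beads (10 ug/mL) for 30 min.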
# Pin1 inhibitor: blocks the human prolyl isomerase Pin1; Potency, µM (highest dose often 115 µM), for the others: top-dose activity, negative = inhibition, actives largely listed as inhibitors; Q13526; actives 0.009% (n = 390,000); Pin1 FP peptide displacement, HiFluor488, 10 min; active = well fitted inhibition curve with a large enough effect in the polarisation, with a control signal flat, not every such curve was filed as active; inconclusive = small, poorly fitted or top-dose-only effect, or effect the other way, or a change in a side signal; inactive = no such curve, though single readings can be large or run the other way; the % refers to the polarisation; also: potency is read from the fitted curve at half-maximal effect; % is scaled to controls: 0 for no effect and ±100 for the full control effect
# BAZ2B block: BAZ2B (human) inhibition; AlphaScreen BAZ2B-H3K14Ac peptide displacement; Potency, µM (doses to about 114 µM), for the others: top-dose activity change, negative = inhibition, usual class: inhibitors; actives 4.4% (n = 360,000); also: potency is read from the fitted curve at half-maximal effect; % is scaled to controls: 0 for no effect and ±100 for the full control effect; nearly all actives have a fitted effect of over 60% in size
#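 Inhibition is scored as reduced AlphaScreen emission. The BAZ2B/b-H3(5-23)K14Ac complex (50 nM each) in PBS pH 7.4, 0.01% Tween-20 meets compound (up to 110 uM) for 30 min at RT before bead addition.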
# JMJD2A Tudor: inhibitors of human JMJD2A Tudor domain. actives 4.4% (n = 390,000). O75164. Potency, µM (doses to about 114 µM), inactives show at the top dose activity change, negative = inhibition, most hits filed as inhibitors. AlphaScreen JMJD2A-Tudor / H3K4me3 peptide binding; also: potency is read from the fitted curve at half-maximal effect; % is scaled to controls: 0 for no effect and ±100 for the full control effect; nearly all actives have a fitted effect of over 50% in size
# Target sequence (O75164 whole entry, looked up, the tested form may be a part): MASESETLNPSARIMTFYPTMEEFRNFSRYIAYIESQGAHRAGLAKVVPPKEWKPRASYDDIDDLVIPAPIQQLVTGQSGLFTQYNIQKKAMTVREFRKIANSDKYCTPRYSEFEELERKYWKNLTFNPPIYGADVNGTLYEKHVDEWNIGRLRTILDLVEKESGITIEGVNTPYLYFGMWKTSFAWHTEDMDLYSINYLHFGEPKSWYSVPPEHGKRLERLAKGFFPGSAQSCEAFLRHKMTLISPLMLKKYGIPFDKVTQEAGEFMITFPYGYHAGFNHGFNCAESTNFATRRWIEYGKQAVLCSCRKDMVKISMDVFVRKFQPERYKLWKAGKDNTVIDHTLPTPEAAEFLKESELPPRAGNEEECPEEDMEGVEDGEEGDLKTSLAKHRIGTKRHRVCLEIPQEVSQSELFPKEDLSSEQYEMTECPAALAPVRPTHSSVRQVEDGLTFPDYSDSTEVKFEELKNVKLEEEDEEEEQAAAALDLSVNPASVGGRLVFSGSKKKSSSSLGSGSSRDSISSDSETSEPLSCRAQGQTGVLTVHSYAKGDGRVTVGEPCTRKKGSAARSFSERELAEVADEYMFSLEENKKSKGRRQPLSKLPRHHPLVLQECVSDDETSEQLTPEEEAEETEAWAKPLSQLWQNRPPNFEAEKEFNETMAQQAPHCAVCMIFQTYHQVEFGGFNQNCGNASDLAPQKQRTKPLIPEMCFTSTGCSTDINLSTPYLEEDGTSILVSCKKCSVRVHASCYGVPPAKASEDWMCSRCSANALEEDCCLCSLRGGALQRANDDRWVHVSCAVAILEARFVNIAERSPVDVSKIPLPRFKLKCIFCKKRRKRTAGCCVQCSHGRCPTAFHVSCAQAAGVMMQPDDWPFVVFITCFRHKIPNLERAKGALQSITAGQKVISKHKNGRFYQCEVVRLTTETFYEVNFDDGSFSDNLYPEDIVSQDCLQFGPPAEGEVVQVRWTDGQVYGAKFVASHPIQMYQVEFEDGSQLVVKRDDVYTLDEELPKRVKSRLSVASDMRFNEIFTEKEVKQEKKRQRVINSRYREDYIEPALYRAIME
# GLS inh: glutaminase GLS (human) inhibition | actives 0.21% (n = 410,000) | Potency, µM (series often up to 45.5 µM), for the others: top-dose activity change, negative = inhibition, most hits filed as inhibitors | GLS enzymatic activity, qHTS titration | O94925; also: potency is read from the fitted curve at half-maximal effect; % is scaled to controls: 0 for no effect and ±100 for the full control effect
#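 Two-point fluorescence kinetic (t0, 30 min RT) for hKGA; glutamate detected via glutamate oxidase–HRP–Amplex Red. Substrate: 1 mM L-glutamine solution; buffer 45 mM KH2PO4, pH 8.2.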
# Tb PGK inh: inhibitors of T. brucei phosphoglycerate kinase; P07378; PGK/GAPDH coupled, Kinase-Glo luminescence, 60 min; Potency, µM (top dose mostly 57.5 µM), for inactives: top-dose activity change, negative = inhibition, most hits filed as inhibitors; actives 0.043% (n = 380,000); also: potency is read from the fitted curve at half-maximal effect; % is scaled to controls: 0 for no effect and ±100 for the full control effect; nearly all actives have a fitted effect of over 60% in size
#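 Recombinant glycosomal PGK reaction used 1,3-bisphosphoglycerate generated in-well by GAPDH (100nM final) in 100mM TEA pH 7.6, 5mM MgCl2, 0.01% Tween-20. After 60 minutes at room temperature, ATP was read by Kinase-Glo Plus luminescence end-point.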
# PI4K2A block: inhibitors of human PI4K2A; AID 1346378; purified PI4K2A, ADP-Glo luminescence, 1 h; active compounds read low; actives 0.13% (n = 420,000); Q9BTU6; activity change, negative = inhibition, % at 76.9 µM; in the data active = activity change below about -50%; inconclusive = mostly about -30% to -49%;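 also: -100% = wells without enzyme as full effect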
#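 PI4K2A activity was measured by ADP-Glo luminescence: enzyme (4 ug/mL stock) and phosphatidylinositol (1.2 mM stock) in Tris pH 7.5/MgCl2/EGTA/Triton X-100 buffer were reacted with ATP (300 microM stock) for one hour at ambient temperature.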
# ERG-DNA inh: ERG Ets/DNA interaction inhibition; P11308; fluorescence polarization, His-ERG Ets domain / labelled DNA; Potency, µM (titrated, usually from 76.9 µM), inactives show at the top dose FP activity, negative = inhibition, hits mostly inhibitors; actives 0.028% (n = 370,000); AID 624246; active = well fitted inhibition curve with a large enough effect in the polarisation, with a control signal flat; inconclusive = small, poorly fitted or top-dose-only effect, or effect the other way, or a change in a side signal; inactive = no such curve, though single readings can be large or run the other way; the % refers to the polarisation;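 also: polarization taken with two DNA probes labelled with fluorescein and Texas red; potency is read from the fitted curve at half-maximal effect; % of control where 0% means no effect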
#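 His-tagged ERG Ets domain (1 uM in the protein solution; 300mM KCl, 50mM Tris-HCl, 1mM EDTA, 1mM DTT, pH 7.5) received compound, then a probe mix of 5 nM fluorescein-DNA and 100nM Texas-615-DNA. Fluorescence polarization was read for both dyes.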
# * marks the source's active call; other numbers are inactive results; i = inactive; ? = inconclusive; nt = not tested or not shown; [ ] = another dose, or the depositor's remark. Unless noted, calls follow the shape of the dose curve; as a rule, active = well fitted curve in the direction sought with a large enough effect; inconclusive = small, poorly fitted or top-dose-only effect, or another doubt; inactive = no such curve, though single readings can be large; an effect the other way counts as inactive or inconclusive.
1. COc1ccc(OC)c(NC(=O)COC(=O)CCCN2C(=O)c3ccccc3C2=O)c1
2. CC(C)C(NC(=O)c1cccnc1)C(=O)O (stereo unspecified)
3. Clc1cccc(Cl)c1/C=C/c1ccn[nH]1
4. COc1cc2nc(/C=C/c3ccc(N(C)C)cc3)sc2cc1SC
5. CCC(C)NS(=O)(=O)c1ccc(NC(=O)C2CCCO2)cc1 (stereo unspecified)
6. COc1ccc(Oc2cc(C)c3ccccc3n2)cc1

assay / entry	1	2	3	4	5	6
G9a block	21%[59 µM]	6%	38%[activator]	?	?	163%[activator]
HP1b binding inh	11%	167%[activator]	7%	?	47%[activator]	170%[activator]
Pin1 inhibitor	-10%	5%	6%	?	0%	-1%
BAZ2B block	-2%	-1%	0%	22µM*	-10%	107%[activator]
JMJD2A Tudor	-7%	-2%	-9%	25µM*	-2%[57.1 µM]	186%[activator]
GLS inh	2%	-10%	3%	-8%	3%	5%
Tb PGK inh	0%	i	0%	0%	-7%	0%
PI4K2A block	-4	1	-2	-4	-5	-6
ERG-DNA inh	0%	7%	14%	-5%	-11%	-3%

7. Cc1ccnc(N2C(=O)c3ccccc3C2Nc2ccc3c(c2)OCCO3)c1 (stereo unspecified)
8. Cc1ccccc1NC(=O)Cn1nc(C)c2ccccc2c1=O
9. CSc1nnc(-c2ccccc2)o1
10. CC(C)c1cnc2c(c1SCc1cccc(C(F)(F)F)c1)c(=O)n(C)c(=O)n2C
11. Cc1cccc(C)c1NC(=O)C1=C(O)c2ccccc2N(C)S1(=O)=O
12. CCCC(c1nnnn1Cc1ccc(OC)cc1)N1CCN(c2ccccc2OC)CC1 (stereo unspecified)

assay / entry	7	8	9	10	11	12
G9a block	79µM*	-1%	21%[59 µM]	10%[59 µM]	6%[59 µM]	?
HP1b binding inh	-9%	45%[activator]	23%	30%[57 µM]	5%	-6%
Pin1 inhibitor	1%	-8%	4%	-1%	-12%	0%
BAZ2B block	?	-3%	nt	?	7%	?
JMJD2A Tudor	-30%	1%	2%	-10%	-21%	?
GLS inh	2%	22%	7%	4%	-1%	12%
Tb PGK inh	i	1%	3%	2%	i	-4%
PI4K2A block	-17	1	3	-5	0	6
ERG-DNA inh	8%	-5%	5%	2%	-18%	-6%

13. COc1ccc(CCNS(=O)(=O)c2ccc3c(c2)CC(C)N3C(C)=O)cc1OC (stereo unspecified)
14. CC(=O)c1ccc(NC(=S)N2CCCCCC2)cc1
15. O=C(Nc1nc2c(s1)CCCC2)c1nn(Cc2ccccc2)c(=O)c2ccccc12
16. O=C1CC(N2CCC(c3nc4ccccc4o3)CC2)C(=O)N1Cc1cccs1 (stereo unspecified)
17. Cc1ccccc1C(=O)NC(C)C(c1cccs1)N1CCOCC1 (stereo unspecified)
18. Cc1ccc(N(C(=O)C(F)(F)F)C(C(=O)NC2CCCCC2)c2ccncc2)cc1C (stereo unspecified)

assay / entry	13	14	15	16	17	18
G9a block	22%[0.501 µM]	-30%	-39%[59 µM]	-16%[59 µM]	-40%[59 µM]	4%[59 µM]
HP1b binding inh	60%[activator]	32%	3%	37%	38%	0%
Pin1 inhibitor	-1%	2%	0%	1%	-2%	5%
BAZ2B block	-38%	-26%	-33%	0%	-2%	9%
JMJD2A Tudor	-1%	-3%	-34%	4%	3%	?
GLS inh	-4%	18%	-3%	-16%	-16%	?
Tb PGK inh	8%	4%	i	0%	-9%	nt
PI4K2A block	-1	2	0	-4	6	1
ERG-DNA inh	3%	-9%	-8%	-3%	-11%	-8%

19. O=C1OC(Cc2ccccc2)C(c2ccccc2)C1=O (stereo unspecified)
20. O=C(Nc1ccccc1N1CCOCC1)c1ccc2nc[nH]c2c1
21. O=[N+]([O-])c1ccc(C(c2sc3nc(-c4ccco4)nn3c2O)N2CCC3(CC2)OCCO3)cc1 (stereo unspecified)
22. COc1cc(C2CC(=O)C=C(O)C2)cc(OC)c1OC (stereo unspecified)
23. Cc1cccc(CCN(CC(=O)NCc2ccc(F)cc2)C(=O)c2csnn2)c1
24. CN(CC(=O)NNC(=O)CNC(=O)c1cccs1)S(=O)(=O)c1ccc(Cl)cc1

assay / entry	19	20	21	22	23	24
G9a block	nt	14%	?	?	-1%	5%[12.7 µM]
HP1b binding inh	-3%	4%	-7%	16%	25%	42%[activator]
Pin1 inhibitor	5%	-2%	-11%	6%	-3%	-12%
BAZ2B block	nt	-3%	-26%	-6%	-14%	3%
JMJD2A Tudor	-26%	-15%	-16%	-7%	-5%	-2%
GLS inh	23%	1%	0%	18%	-11%	-2%
Tb PGK inh	-4%	-1%	-5%	-6%	-2%	i
PI4K2A block	4	-2	6	-5	-1	-1
ERG-DNA inh	-9%	0%	-7%	-5%	2%	2%

25. O=C(CN1CCOCC1)NN=C1CCCCCCCCCCC1
26. COc1ccc(Nc2nc(C)nc(N)c2S(=O)(=O)c2ccccc2)cc1
27. CCOC(=O)C1C(=O)NC(c2ccccc2)=NC1c1ccc(O)c(OC)c1 (stereo unspecified)
28. O=C(c1cc(-c2cccnc2)nc2ccc(Cl)cc12)N1CCN(S(=O)(=O)c2cccs2)CC1
29. CCC(C(=O)NC1CCCC1)N(C(=O)c1snc(C(N)=O)c1N)c1ccc(C)cc1C (stereo unspecified)
30. O=C(OCCN(CCOC(=O)c1ccncc1)S(=O)(=O)c1cccs1)c1ccncc1

assay / entry	25	26	27	28	29	30
G9a block	4%[59 µM]	0%[59 µM]	-2%	nt	17%	-12%
HP1b binding inh	42%[activator]	25%	32%	1%	63%[activator]	30%
Pin1 inhibitor	-1%	1%	-2%	8%	0%	-3%
BAZ2B block	5%	-17%	9%	-4%	9%	-4%
JMJD2A Tudor	-9%	-4%	3%	-19%	-4%[57.1 µM]	-1%
GLS inh	-1%	-6%	15%	-15%	-20%	1%
Tb PGK inh	-5%	4%	-6%	0%	0%	5%
PI4K2A block	-6	-2	14	-1	1	4
ERG-DNA inh	6%	-10%	9%	-2%	6%	0%

31. Cc1cc(N(CN2CCCC2=O)C(=O)c2ccc(OC(C)C)cc2)no1
32. Cc1c(C)c2c(OCC(=O)Nc3cccnc3)cc3c(c2oc1=O)CCC(C)(C)O3
33. COC(=O)C1(CC2CC(c3ccc(Cl)cc3)=NO2)CCN(C(=O)OC(C)(C)C)CC1 (stereo unspecified)
34. CCOc1ccc(S(=O)(=O)N2CCC(C(=O)Nc3ccc(C)c(S(=O)(=O)N4CCOCC4)c3)CC2)cc1
35. CCc1nnc(NC(=O)CCC(=O)Nc2ccc(OC)cc2OC)s1
36. CC12CC3CC(C)(C1)CC(NCc1ccncc1)(C3)C2

assay / entry	31	32	33	34	35	36
G9a block	6%	?	-9%[2.33 µM]	nt	72%[activator]	-11%[59 µM]
HP1b binding inh	20%	11%	82%[activator]	30%	9%	52%[activator]
Pin1 inhibitor	-12%	-4%	2%	24%	1%	0%
BAZ2B block	-7%	-6%	-7%	nt	-13%[57.1 µM]	-33%
JMJD2A Tudor	-12%	-5%	4%	4%	-26%	4%
GLS inh	3%	4%	-1%	1%	3%	-3%
Tb PGK inh	-1%	-3%	i	-4%	15%	-7%
PI4K2A block	4	0	-3	-1	-2	3
ERG-DNA inh	4%	-7%	2%	15%	8%	5%

37. Cn1c(CCCOc2ccc(Cl)cc2Cl)nnc1SCC(=O)Nc1ccc(F)c(Cl)c1
38. COc1ccc(-c2ccnc3ncnn23)cc1
39. O=C(c1ccc(OC2CCN(CCc3ccccc3)CC2)cc1)N1CCCC(CO)C1 (stereo unspecified)
40. COc1ccc(OCCC(=O)N2CCOCC2)cc1
41. Cn1c(=O)n(C)c2cc(NC(=O)COc3ccc(Cl)cc3)ccc21
42. CC(C)CC(=O)Nc1c(C(=O)N2CCN(Cc3ccccc3)CC2)oc2ccccc12
43. CN(Cc1cccnc1)C(=O)Cc1ccc(NS(=O)(=O)c2cccc(C(F)(F)F)c2)cc1
44. O=C(CN1C2=NCCCN2c2ccccc21)c1ccc([N+](=O)[O-])cc1

assay / entry	37	38	39	40	41	42	43	44
G9a block	6%[59 µM]	-9%	nt	-8%[59 µM]	0%[59 µM]	-5%	-5%	40µM*
HP1b binding inh	-2%	31%	8%[57 µM]	52%[activator]	32%	16%	31%[activator]	42%[activator]
Pin1 inhibitor	6%	2%	-7%	-2%	3%	-10%	8%	2%
BAZ2B block	0%	2%	-3%	-6%	?	-13%	6%	-12%
JMJD2A Tudor	-11%[57.1 µM]	-16%	2%	2%	-14%	-17%	-6%	-12%
GLS inh	-21%	-9%	1%	2%	5%	-3%	6%	23%
Tb PGK inh	-6%	-1%	i	0%	5%	-10%	-13%	-8%
PI4K2A block	-1	1	8	3	0	-1	2	-3
ERG-DNA inh	-17%	1%	-2%	1%	-4%	6%	3%	-2%

# 3 compounds already listed, sorted by count of non-hydrogen atoms, high to low:
43. CN(Cc1cccnc1)C(=O)Cc1ccc(NS(=O)(=O)c2cccc(C(F)(F)F)c2)cc1
42. CC(C)CC(=O)Nc1c(C(=O)N2CCN(Cc3ccccc3)CC2)oc2ccccc12
40. COc1ccc(OCCC(=O)N2CCOCC2)cc1

assay / entry	43	42	40
G9a block	-5%	-5%	-8%[59 µM]
HP1b binding inh	31%[activator]	16%	52%[activator]
Pin1 inhibitor	8%	-10%	-2%
BAZ2B block	6%	-13%	-6%
JMJD2A Tudor	-6%	-17%	2%
GLS inh	6%	-3%	2%
Tb PGK inh	-13%	-10%	0%
PI4K2A block	2	-1	3
ERG-DNA inh	3%	6%	1%

# From PubChem
